# Screens (PubChem BioAssay)
# PGC1a acetyl inh = PGC1a acetylation modulation, inhibitor mode; U2OS PGC1a acetylation, AlphaScreen anti-acetyl-lysine; with virally co-expressed GCN5 acetyltransferase; inhibition, % at 15.6 µM; 350,000 compounds, 0.17% hits;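 active = every replicate shows inhibition of at least 40%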;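 note: 0% = neutral control wells and 100% = positive control wells; some results beyond the cut were filed as inactive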
# Cneo AK release = Cryptococcus neoformans lysis via adenylate kinase release | C. neoformans lysis, adenylate kinase release luminescence, 4 h; normalised: neutral wells 0, clomiphene wells 100 | lysis activity, % at 15 µM | 360,000 compounds, 0.2% hits;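 active = mean lysis activity across replicates of at least 80%, whatever share of replicates individually reach that level; inactive = mean lysis activity below 80%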
#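 Material: C. neoformans cells; Schedule: 4 h static compound exposure, 37 °C, read 1 h post-reagent; Measured by: adenylate kinase release luminescence; Read-out: signal increase indicating cell lysis; Controls: Clomiphene as positive lysis control.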
# PglD DTNB = inhibitors of Campylobacter jejuni PglD acetyltransferase; purified PglD enzyme, DTNB colorimetric CoA detection; inhibition, % at 12.5 µM; 360,000 compounds, 0.098% hits; in the data active = inhibition above about 16%, passing the limit was not always enough; note: strong numbers were not always called active
# E-sel inducer = E-selectin induction on HUVECs; activation, % at 7.58 µM; P16581; HUVEC E-selectin immunofluorescence imaging; normalized: neutral wells 0, TNF-alpha wells 100; 260,000 compounds, 0.37% hits;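 active = mean E-selectin-positive cell signal at least 10% of the positive control, reached in at least 60% of replicates, without over 20% cell loss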;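 note: in these data hits start at about 27%; measured in HUVEC primary endothelial cells; signal is the percent of cells scored E-selectin positive by PE staining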
#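 Test system: HUVEC; input: 3,000 HUVEC/well; measured by: immunofluorescence imaging; read-out: % PE-positive cells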
# miR-122 sensor = inhibitors of miR-122 in Huh7 cells; 340,000 compounds, 0.3% hits; Huh7 miR-122 Renilla luciferase sensor, 48 h; neutral wells = 0, positive control = 100; activation (reporter increase), % at 12.5 µM; AID 602342;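 active = mean replicate activation score at least 90 and every replicate individually at or above 90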;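 note: higher luciferase means less miR-122 activity so hits act as miR-122 inhibitors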
# RAD54 inh = RAD54 (human) branch migration inhibition; Q92698; RAD54 Holliday junction branch migration, FAM/BHQ fluorescence; inhibition, % at 10.4 µM; 360,000 compounds, 0.14% hits;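 active = mean normalized replicate activity at least 40 and at least half of replicates scoring 40 or more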;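 note: 0% = median of neutral control wells and 100% = median of positive control wells; inhibitors cause a drop in the FAM fluorescence signal; in these data hits start at about 50%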
# RAD52 anneal inh = blocks human RAD52 DNA annealing; P43351; recombinant RAD52 DNA annealing, FRET fluorescence; inhibition, % at 18.7 µM; 360,000 compounds, 0.46% hits; AID 651710;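 active = every replicate showing at least 50% inhibition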
# ERAP1 HTS inh = blocks human ERAP1 aminopeptidase activity | Q9NZ08 | recombinant ERAP1, Leu-AMC fluorescence, 60 min | 340,000 compounds, 0.15% hits | inhibition, % at 10.7 µM | AID 652197;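 active = mean replicate inhibition of at least 30%, or all replicates individually reaching that 30% level; inactive = mean below 30% and not every replicate reaching it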;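 note: 0% = neutral control wells and 100% = L-leucinethiol positive control wells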
# Target sequence (Q9NZ08 whole entry, looked up): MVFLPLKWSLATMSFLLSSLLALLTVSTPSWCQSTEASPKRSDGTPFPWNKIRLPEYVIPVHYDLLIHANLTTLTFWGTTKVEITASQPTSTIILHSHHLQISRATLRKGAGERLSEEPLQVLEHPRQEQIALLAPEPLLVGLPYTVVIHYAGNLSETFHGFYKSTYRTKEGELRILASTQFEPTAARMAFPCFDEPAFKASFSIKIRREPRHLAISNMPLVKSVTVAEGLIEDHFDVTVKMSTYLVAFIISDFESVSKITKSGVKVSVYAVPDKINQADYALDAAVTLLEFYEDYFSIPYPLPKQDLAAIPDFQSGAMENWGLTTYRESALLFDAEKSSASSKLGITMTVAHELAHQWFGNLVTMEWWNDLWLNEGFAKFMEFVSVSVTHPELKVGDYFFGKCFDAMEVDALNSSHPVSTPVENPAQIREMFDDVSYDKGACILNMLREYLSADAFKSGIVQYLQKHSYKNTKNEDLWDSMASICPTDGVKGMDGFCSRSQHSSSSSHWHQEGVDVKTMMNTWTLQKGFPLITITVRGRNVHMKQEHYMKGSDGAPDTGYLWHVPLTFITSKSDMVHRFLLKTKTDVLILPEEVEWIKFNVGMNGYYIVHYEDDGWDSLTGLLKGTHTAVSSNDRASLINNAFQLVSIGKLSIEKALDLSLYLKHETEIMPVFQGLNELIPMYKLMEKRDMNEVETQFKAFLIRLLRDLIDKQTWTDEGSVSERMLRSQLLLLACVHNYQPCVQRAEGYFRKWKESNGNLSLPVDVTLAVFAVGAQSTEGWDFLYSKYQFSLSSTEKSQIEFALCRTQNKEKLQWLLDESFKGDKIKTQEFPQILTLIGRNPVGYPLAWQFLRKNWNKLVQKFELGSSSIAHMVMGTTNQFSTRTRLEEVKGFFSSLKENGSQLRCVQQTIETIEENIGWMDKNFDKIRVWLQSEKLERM
# Starred values were filed as active, the others as inactive; . = no result given; & = joins results of further samples; [ ] = remark or other dose. The order is random, and some 1.4% of all compounds hit somewhere here.
# Values in the order – PGC1a acetyl inh | Cneo AK release | PglD DTNB | E-sel inducer | miR-122 sensor | RAD54 inh | RAD52 anneal inh | ERAP1 HTS inh
> Cc1ccc(-n2c(SCC(=O)NCc3ccco3)nc3sc4c(c3c2=O)CC(C)(C)SC4)cc1
→ 2.2 | -0.8 | -4.4 | . | 3.1 | 1.8 | . | .
> CCCNC(=O)Nc1ccc2c(c1)OC[C@H](C)N(C(C)=O)C[C@H](C)[C@H](OC)CN(C)C2=O
→ -3.6 | -2.1 | 1.5 | -0.1 | . | 3.7 | 1.2 | -6.2
> COc1cccc(NC(=O)N(C)C[C@@H]2OCc3cnnn3CCCC(=O)N([C@@H](C)CO)C[C@H]2C)c1
→ 7.1&-1.3 | -1.0&45.8 | 0.8&-1.4 | -0.1&0.8 | 3.1 | -4.8&5.3 | -8.2&8.4 | 11.2&0.6
> O=C(C[C@@H]1CC[C@@H](NS(=O)(=O)c2ccccc2)[C@H](CO)O1)NCc1ccccc1F
→ . | 7.3 | 3.3 | -0.1 | . | 4.4 | -3.8 | 1.2
> CCC(=NC(CC)CO)C1=C(O)CC(C)(C)CC1=O (stereo not drawn)
→ 5.6 | -0.7 | 0.1 | . | . | -3.5 | -4.9 | -8.5
> CCCN1[C@@H]2c3ccc(-c4cccc(OC)c4)c(=O)n3C[C@@H]2[C@@H](CO)[C@@H]1C(=O)OC
→ -3.8 | 1.8 | -4.6 | 0.1 | -7.0[16.7 µM] | -4.4 | -14.7 | -1.6
> CC(C)NS(=O)(=O)c1ccc2c(c1)oc(=O)n2C
→ 6.5 | -0.2 | 5.1 | -0.1 | -7.2 | -2.8 | -11.7 | 1.0
> COC(=O)c1c(-c2ccc3ccccc3c2)csc1NC(=O)Cc1ccc(OC)c(OC)c1
→ -6.2 | 5.2 | -2.0 | . | -8.1 | -11.0 | . | .
> CCN(C[C@@H]1[C@@H](c2ccc(-c3cccnc3)cc2)[C@H](CO)N1C(C)=O)C(C)=O
→ 8.5 | -5.1 | -2.8 | -0.2 | 33.3[16.7 µM] | 0.4 | -15.0 | 1.4
> Cn1cccc1/C=N/n1cnnc1
→ 1.2 | -2.1 | -2.0 | . | -1.2 | -6.9 | . | .
> C#CCSc1nnc(-c2ccc([N+](=O)[O-])cc2)o1
→ -0.6 | 0.0 | -1.1 | 1.8 | -9.4 | -7.8 | -13.6 | 1.7
> O=C(OCC(=O)N1CCN(C(=O)c2ccco2)CC1)c1cccc(O)c1
→ . | 3.5 | 1.5 | -0.1 | . | 7.3 | -6.6 | -0.2
> Clc1ccc(SCc2cc(-c3ccccc3)no2)cc1
→ -11.4 | 2.1 | 0.0 | . | -3.6 | 6.1 | . | .
> CSc1ccccc1CNc1nc(NCC2CC2)nc2ccsc12
→ 3.3 | -0.9 | -2.1 | -0.2 | -2.6 | 8.6 | -6.5 | 0.5
> Cc1nc(N)sc1C(=O)OCC(C)C
→ 23.4 | 1.7 | 6.2 | 3.9 | -2.7 | 3.0 | -9.9 | -2.9
> CCN(CCn1cccn1)Cc1nc(-c2ccc(C(=O)OC)cc2)no1
→ -1.5 | . | . | . | -3.7 | . | 2.0 | -2.1
> Cn1cc(Br)c(C(=O)Nc2sc3c(c2C(N)=O)CCCC3)n1
→ -5.5 | -12.8 | -2.4 | . | -2.6 | 11.1 | -13.5 | 1.0
> COc1ccc(C(=O)NC(=S)Nc2ccc3c4c(cccc24)CC3)cc1OC
→ . | -0.2 | -1.9 | . | -2.4 | 2.5 | . | .
> CC(=O)NCCNc1nc(NCc2cccs2)nc2ccsc12
→ . | -0.5 | -3.2 | -0.1 | -6.9 | -12.9 | -1.6 | -2.8
> C[C@H](CO)N1C[C@H](C)[C@H](CN(C)Cc2ccc(-c3ccccc3)cc2)Oc2ccc(NC(=O)CCN3CCOCC3)cc2CC1=O
→ -14.2 | . | . | 0.9 | -3.9[16.7 µM] | . | -3.3 | 1.8

# 3 of the entries above in order of the RAD52 anneal inh value, rising.
smiles | PGC1a acetyl inh | PglD DTNB | miR-122 sensor | RAD52 anneal inh | ERAP1 HTS inh
CCCN1[C@@H]2c3ccc(-c4cccc(OC)c4)c(=O)n3C[C@@H]2[C@@H](CO)[C@@H]1C(=O)OC | -3.8 | -4.6 | -7.0[16.7 µM] | -14.7 | -1.6
O=C(OCC(=O)N1CCN(C(=O)c2ccco2)CC1)c1cccc(O)c1 | . | 1.5 | . | -6.6 | -0.2
CCC(=NC(CC)CO)C1=C(O)CC(C)(C)CC1=O (stereo not drawn) | 5.6 | 0.1 | . | -4.9 | -8.5

# Next section:
# Values in the order – PGC1a acetyl inh | Cneo AK release | PglD DTNB | E-sel inducer | miR-122 sensor | RAD54 inh | RAD52 anneal inh | ERAP1 HTS inh
> Cn1c(=O)c2sccc2n2c(CCCC(=O)NCCc3ccccc3)nnc12
→ -5.6 | 2.0 | 8.0 | . | -1.1 | -9.0 | -10.8 | 0.7
> CCc1ccc(NC(=O)CNC(=O)c2nn(-c3ccc(OC)cc3)c(=O)c3ccccc23)cc1
→ . | -2.7 | -1.5 | . | . | 6.2 | -14.8 | -4.4
> Cc1ccc(S(=O)(=O)N2CCOC2CNC(=O)C(=O)NCc2ccccn2)cc1 (stereo not drawn)
→ -10.5 | -2.0 | -4.7 | -0.2 | 1.9 | -14.0 | -1.8 | 1.0
> CCOc1ccc(CCNC(=O)COC(=O)CSc2ccc(C)cc2)cc1OCC
→ . | 2.5 | -0.8 | . | -0.6 | 1.3 | -7.3 | -4.2
> CC(=O)Nc1cccc(NC(=O)c2cc(-c3ccccn3)nc3ccc(Cl)cc23)c1
→ . | 3.8 | -2.1 | -2.9 | -3.2 | -0.5 | -14.4 | -2.2
> COc1ccccc1C(=O)Nc1c2c(nn1-c1cccc(C)c1C)CS(=O)(=O)C2
→ 8.4 | -1.3 | -5.6 | . | -1.8 | 5.9 | . | .
> Cc1ccc(S(=O)(=O)Nc2ccc3c(c2)C(=O)N([C@H](C)CO)C[C@@H](C)[C@H](CN(C)Cc2ccc(C(=O)O)cc2)OCCCC[C@@H](C)O3)cc1
→ -8.3 | 15.1 | -7.9 | . | 3.3[16.7 µM] | 3.6 | -9.1 | -2.7
> Cc1cc(Nc2ccc(Cl)cc2)n2ncnc2n1
→ -12.7 | -1.0 | -11.1 | 4.7 | 9.4 | -3.5 | -14.5 | -3.2
> CN(C)CC(=O)N1CCCCN2[C@H](CO)[C@@H](c3ccc(-c4cccc(C(=O)N(C)C)c4)cc3)[C@@H]2C1
→ 1.4 | -4.2 | -1.8 | 0.6 | -2.7[16.7 µM] | 2.3 | -7.6 | .
> CC1CC(=O)Nc2ccccc2N1C(=O)COc1cc(Cl)ccc1Cl (stereo not drawn)
→ -8.4 | 2.1 | -0.3 | 1.5 | 0.9 | 1.3 | -4.9 | -3.0
> COc1ccc(C(=O)NCC(=O)OCC(=O)N2CC(C)OC(C)C2)cc1OC (stereo not drawn)
→ 4.0 | 3.5 | 1.2 | . | -1.1 | 2.5 | -11.1 | 1.3
> CCC(C(=O)N1CCCC1)n1nc(C)c2c(C)n(-c3ccccc3)nc2c1=O (stereo not drawn)
→ -2.4 | 2.2 | -5.3 | 3.3 | -7.8 | -8.3 | -7.8 | -2.6
> COc1ccc(-c2cccc(C(=O)Nc3ccc(C)cc3)c2)cc1
→ -15.4 | -4.6 | 1.0 | . | 26.2 | -1.8 | . | .
> Cc1cc(Cl)ccc1OC(C)C(=O)NNC(=O)C1CCCCC1C(=O)O (stereo not drawn)
→ . | 0.3 | 1.2 | . | 3.2 | 4.8 | -6.9 | 0.2
> O=C(C[C@@H]1CC[C@H]2NC[C@@H](O)COC[C@@H]2O1)NCCc1ccncc1
→ 7.8 | -2.3 | 4.1 | -0.1 | -4.2[16.7 µM] | 11.5 | . | .
> C[C@H](NC(=O)C1CCN(S(=O)(=O)c2ccccc2)CC1)C(=O)NCc1ccccc1
→ 4.6 | -2.2 | -0.6 | . | -1.9 | 2.9 | -9.3 | -0.7
> Cn1nc(/C=C/c2ccccc2)ccc1=O
→ 3.3 | -1.7 | -3.3 | . | 1.4 | -2.2 | -9.1 | -0.5
> COc1ccc(S(=O)(=O)N(C)C)cc1NC(=O)CN1CCN(C(=O)C2CC2)CC1
→ 9.9 | -1.2 | 1.6 | -0.4 | . | 1.0 | -8.7 | -0.6
> CC(C)NC(=O)N1C[C@H]2[C@@H](c3ccccc31)[C@H](CO)N2C(=O)Nc1ccc(F)cc1
→ -5.5 | -0.3 | -9.0 | -0.1 | -10.0[16.7 µM] | -3.3 | 1.0 | -2.8
> N/C(CC(=O)NC1CCCCC1)=N\OCC(=O)Nc1ccc(Cl)c(Cl)c1
→ 0.8 | -4.9 | 0.0 | -0.8 | -5.9 | -11.0 | -76.3 | .

# Carrying on:
# Values in the order – PGC1a acetyl inh | Cneo AK release | PglD DTNB | E-sel inducer | miR-122 sensor | RAD54 inh | RAD52 anneal inh | ERAP1 HTS inh
> NC(=O)c1cc2ccncc2c2ccccc12
→ . | 0.6 | 0.0 | 0.3 | . | 17.2 | -14.8 | -2.3
> O=C(Cn1nc(-c2ccccc2)ccc1=O)Nc1ccc(-n2cnnn2)cc1
→ -7.7 | -7.9 | -5.0 | 0.0 | 2.8 | 1.4 | -12.6 | .
> COC(=O)c1ccc(COc2ccc3c(c2)CCC3)o1
→ 5.5 | . | . | -0.1 | . | . | -11.5 | 1.3
> COc1ccc(CN2CCN(C(=O)CCC(=O)Nc3nnc(C(F)(F)F)s3)CC2)cc1F
→ -0.9 | 0.8 | 7.2 | . | -7.2 | 6.4 | -6.7 | -3.0
> COc1cc(C(=O)NCCOc2cc(C)ccc2C(C)C)cc(OC)c1OC
→ 4.9 | 3.1 | -2.4 | . | -2.8 | -5.6 | 3.5 | 1.9
> O=C(NCc1cccnc1)c1ccc([N+](=O)[O-])o1
→ . | 0.9 | 2.6 | . | 2.3 | 6.0 | -16.3 | 8.8
> CCC(=O)N1CCN(c2ccccc2NC(=O)COc2cccc(C)c2C)CC1
→ -7.1 | 2.0 | -1.2 | 1.2 | 2.5 | -7.1 | -12.6 | 1.1
> CCOC(=O)N1CCN(C(=O)c2cn(C)c3ccc(S(=O)(=O)N(CC)CC)cc3c2=O)CC1
→ . | 0.7 | -6.9 | 0.2 | . | 4.3 | -13.0 | 1.2
> Cc1ccc(S(=O)(=O)N[C@@H](CC(C)C)C(=O)N2CCC(C(=O)N[C@@H](Cc3ccccc3)C(=O)O)CC2)cc1
→ 5.0 | 5.1 | 2.1 | . | 17.6 | -7.8 | -6.5 | .

# Full records from above. Values in the order: PGC1a acetyl inh | Cneo AK release | PglD DTNB | E-sel inducer | miR-122 sensor | RAD54 inh | RAD52 anneal inh | ERAP1 HTS inh
# `O=C(Cn1nc(-c2ccccc2)ccc1=O)Nc1ccc(-n2cnnn2)cc1` is listed with -7.7 | -7.9 | -5.0 | 0.0 | 2.8 | 1.4 | -12.6 | .
# `O=C(NCc1cccnc1)c1ccc([N+](=O)[O-])o1` is listed with . | 0.9 | 2.6 | . | 2.3 | 6.0 | -16.3 | 8.8
# `Cc1ccc(S(=O)(=O)N[C@@H](CC(C)C)C(=O)N2CCC(C(=O)N[C@@H](Cc3ccccc3)C(=O)O)CC2)cc1` is listed with 5.0 | 5.1 | 2.1 | . | 17.6 | -7.8 | -6.5 | .
# `COc1cc(C(=O)NCCOc2cc(C)ccc2C(C)C)cc(OC)c1OC` is listed with 4.9 | 3.1 | -2.4 | . | -2.8 | -5.6 | 3.5 | 1.9
# `COC(=O)c1ccc(COc2ccc3c(c2)CCC3)o1` is listed with 5.5 | . | . | -0.1 | . | . | -11.5 | 1.3
